Screening data from PubChem.
uPA generation = blocks generation of uPA at the cell surface. cell surface uPA generation assay, qHTS. Potency, µM (doses to about 38.3 µM), for inactives: at the top dose activity change, negative = inhibition, actives largely listed as inhibitors. hit rate 0.31% among 330,000; active = well fitted inhibition curve with a large enough effect; inconclusive = small, poorly fitted or top-dose-only effect; inactive = no such curve, though single readings can be large or run the other way; tested in mouse RAW 264.7 cells; note: % is set by controls: 0 for no effect and ±100 for the full control effect; nearly all actives have a fitted effect of over 55% in size
RORg inh = ROR gamma (mouse) transcription inhibition; hit rate 5.4% among 310,000; P51450; AID 2551; Potency, µM (top dose mostly 53.6 µM), without a hit: at the highest dose activity change, negative = inhibition, usual class: inhibitors; Drosophila S2 Gal4-RORgamma UAS-luciferase reporter, 20 h; note: % is set by controls: 0 for no effect and ±100 for the full control effect; nearly all actives have a fitted effect of over 60% in size
Target sequence (P51450 whole entry, looked up, the tested form may be a part): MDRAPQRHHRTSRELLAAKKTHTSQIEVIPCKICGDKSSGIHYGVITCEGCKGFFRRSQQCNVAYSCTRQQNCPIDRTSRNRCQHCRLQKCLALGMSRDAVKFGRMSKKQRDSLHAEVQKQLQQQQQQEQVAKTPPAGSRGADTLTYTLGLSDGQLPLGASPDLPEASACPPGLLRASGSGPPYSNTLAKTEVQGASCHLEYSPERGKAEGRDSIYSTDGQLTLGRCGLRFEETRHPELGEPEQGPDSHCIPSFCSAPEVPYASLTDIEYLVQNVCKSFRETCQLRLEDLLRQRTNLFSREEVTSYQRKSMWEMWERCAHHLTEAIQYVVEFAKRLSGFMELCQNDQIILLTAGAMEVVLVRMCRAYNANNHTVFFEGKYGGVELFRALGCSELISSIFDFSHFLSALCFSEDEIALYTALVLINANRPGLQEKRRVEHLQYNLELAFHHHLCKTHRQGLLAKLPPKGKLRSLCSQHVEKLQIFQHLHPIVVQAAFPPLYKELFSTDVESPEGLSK
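Using a luciferase readout, inhibitors were identified by reduced reporter activity in Drosophila cells coexpressing a copper-inducible Gal4–ROR gamma fusion and UAS-driven Photinus luciferase, incubated 20 hr after 700 uM copper sulfate.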
Gal4-VP16 FLuc = counter-screen for ROR gamma inhibitors: Gal4-VP16 reporter | Drosophila S2 Gal4-VP16 UAS-luciferase, luminescence, 20 h | hit rate 3.5% among 310,000 | Potency, µM (highest dose often 53.6 µM), for the others: at the highest dose activity, negative = inhibition, most hits filed as inhibitors | AID 2546;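 note: Gal4-VP16 expression switched on by copper sulfate through the metallothionein promoter; % is set by controls: 0 for no effect and ±100 for the full control effect; nearly all actives have a fitted effect of over 50% in size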
p53 reactivator = mutant p53 re-activation in reporter cells; AID 504706; hit rate 0.063% among 320,000; H1299 p53-A138V BP100-luciferase reporter, luminescence, 24 h; Potency, µM (titrated, usually from 92.2 µM), inactives show top-dose activity change, positive = activation, hits mostly activators; note: % of control where 0% means no effect; nearly all actives have a fitted effect of over 45% in size
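p53-null H1299 cells stably carrying temperature-sensitive p53-A138V and a BP100-luciferase reporter were pinned with compounds (4-point, 1:5 series) and held 24 hrs at 37 deg C. Luminescence was read 10 min after detection reagent.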
MBNL1 CUG block = inhibitors of human MBNL1 binding to CUG repeat RNA; AID 2675; hit rate 0.036% among 280,000; Q9NR56; TR-FRET MBNL1-His/biotin-(CUG)12 binding, 665/545 ratio; Potency, µM (titrated, usually from 57.5 µM), for inactives: at the highest dose activity change, negative = inhibition, most hits filed as inhibitors; active = well fitted inhibition curve with a large enough effect in the signal ratio, with a control signal flat, not every such curve was filed as active; inconclusive = small, poorly fitted or top-dose-only effect, or effect the other way, or a change in a side signal; inactive = no such curve, though single readings can be large or run the other way; the % refers to the signal ratio; note: % is set by controls: 0 for no effect and ±100 for the full control effect
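Compounds (final 92 nM to 58 uM) are added to His-tagged MBNL1 and biotin-(CUG)12, then terbium anti-His antibody and streptavidin-XL665 (5 nM final). After 60 min at room temperature, the 665/545 nm ratio is read.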
FLuc modulator = firefly luciferase modulation, counter-screen for miR-21 project; AID 588342; Potency, µM (series often up to 57.5 µM), for the others: top-dose activity change, negative = inhibition, usual class: inhibitors; P08659; purified FLuc, Km substrates, luminescence inhibition; hit rate 6.9% among 360,000;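 note: plate controls were vehicle for no effect and reference inhibitor for full effect; nearly all actives have a fitted effect of over 55% in size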
Target sequence (P08659 whole entry, looked up): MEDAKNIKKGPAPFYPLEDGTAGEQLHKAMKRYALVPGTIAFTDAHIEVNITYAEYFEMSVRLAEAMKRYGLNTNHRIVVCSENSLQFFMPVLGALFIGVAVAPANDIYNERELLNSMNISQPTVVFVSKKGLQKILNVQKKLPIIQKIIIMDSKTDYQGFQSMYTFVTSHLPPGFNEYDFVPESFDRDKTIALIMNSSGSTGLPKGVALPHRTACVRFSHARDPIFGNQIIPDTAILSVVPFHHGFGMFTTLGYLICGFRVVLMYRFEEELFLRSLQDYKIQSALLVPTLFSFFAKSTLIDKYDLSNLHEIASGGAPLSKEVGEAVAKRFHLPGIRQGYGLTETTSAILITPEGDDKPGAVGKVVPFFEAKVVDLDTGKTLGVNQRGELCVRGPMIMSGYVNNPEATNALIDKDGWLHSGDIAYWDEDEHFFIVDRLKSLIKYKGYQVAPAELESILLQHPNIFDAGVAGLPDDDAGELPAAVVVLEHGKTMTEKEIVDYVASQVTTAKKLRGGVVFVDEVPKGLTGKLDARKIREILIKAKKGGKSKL
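Purified P. pyralis luciferase (10nM final) with 10uM D-luciferin and 10uM ATP (Km levels) in 50mM Tris acetate pH 7.5, 10mM Mg acetate, 0.01% Tween-20, 0.05% BSA; qHTS 6-point titration, ~60 µM downward; luminescence read.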
NPC1 prom act = activators of NPC1 promoter; Huh7 NPC1 promoter luciferase reporter, 24 h; AID 485313; Potency, µM (series often up to 9.22 µM), inactives show top-dose activation, usual class: activators; hit rate 2.4% among 320,000;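 note: % of control where 0% means no effect; nearly all actives have a fitted effect of over 60% in size; reporter is driven by a mutant NPC1 promoter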
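Compounds in DMSO were transferred onto Huh7 NPC1-luciferase reporter cells pre-incubated 2 h; after 24 h at 37 °C, Amplite reagent was dispensed and luminescence recorded 10 min later.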
ELG1 genotoxic = genotoxicity induction in ELG1-luciferase HEK293T cells | Potency, µM (highest dose often 46 µM), for inactives: at the highest dose activity change, positive = activation, hits mostly activators | HEK293T ELG1-luciferase reporter, luminescence, 16 h | hit rate 1.3% among 330,000 | AID 504466; note: % of control where 0% means no effect; nearly all actives have a fitted effect of over 60% in size
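Luminescence read-out: rising ELG1-luciferase signal, reflecting elevated ELG1 protein under genetic stress, flags genotoxic compounds. Cells were treated for 16 hr at 37 °C before ONE-Glo detection.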
BRCA1 expr act = increases BRCA1 expression; MCF7-BRCA1-FFLuc reporter, luminescence, 48 h; response scale: scaled: vehicle 0%, 10 µM genistein 100%; hit rate 1.1% among 380,000; Potency, µM (series often up to 46.1 µM), for inactives: at the top dose activation, usual class: activators; note: nearly all actives have a fitted effect of over 80% in size; some results filed as inactive show a strong effect at the top dose
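Luminescence from a BRCA1-driven firefly luciferase in MCF7 cells was the read-out, taken 15 min after substrate addition following 48 h compound exposure at 37 °C. Data were normalized to a 10 microM genistein control and DMSO vehicle.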
MLL CXXC-DNA inh = MLL CXXC-DNA interaction inhibition; Q03164; MLL-CXXC / FITC-HOXA9 DNA fluorescence polarization; Potency, µM (series often up to 115 µM), for inactives: at the top dose activity change, negative = inhibition, usual class: inhibitors; hit rate 0.037% among 290,000; active = well fitted inhibition curve with a large enough effect in the polarisation, with a control signal flat, not every such curve was filed as active; inconclusive = small, poorly fitted or top-dose-only effect, or effect the other way, or a change in a side signal; inactive = no such curve, though single readings can be large or run the other way; the % refers to the polarisation
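Fluorescence polarization: 7 uM MLL-CXXC (stock) preincubated 5 min with compounds, then 50 nM fluorescein-HOX-A9 DNA (stock) added; 30 min ambient. Buffer 50 mM Tris-HCl pH 7.5, 50 mM NaCl, 1 mM DTT, 0.05% BSA.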
Rab9 prom act = activates the Rab9 promoter; Huh7 Rab9 promoter-luciferase reporter, luminescence, 24 h; Potency, µM (series often up to 9.22 µM), for inactives: at the top dose activation, negative = inhibition, hits mostly activators; hit rate 2.8% among 320,000; AID 485297; note: % of control where 0% means no effect; nearly all actives have a fitted effect of over 60% in size
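Rab9 promoter-driven luciferase in stably transfected Huh7 cells; 1500 cells/well rested 2 h, exposed to compound in DMSO for 24 h at 37 °C, 5% CO2. Luminescence read 10 min after adding luciferase reagent at ambient temperature.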
Starred values were filed as active, the others as inactive; u = inconclusive; x = not tested or not shown; & = joins results of further samples; [ ] = dose if it differs, or a comment. Unless noted, calls come from the whole dose curve; as a rule, active = well fitted curve in the direction sought with a large enough effect; inconclusive = small, poorly fitted or top-dose-only effect, or another doubt; inactive = no such curve, though single readings can be large; an effect the other way counts as inactive or inconclusive. Potency is the fitted concentration of half-maximal effect. Not all compounds are listed, so the mix of outcomes need not match the whole.

| smiles | MBNL1 CUG block | NPC1 prom act | RORg inh | MLL CXXC-DNA inh | uPA generation | Rab9 prom act | ELG1 genotoxic | Gal4-VP16 FLuc | FLuc modulator | p53 reactivator | BRCA1 expr act |
| --- | --- | --- | --- | --- | --- | --- | --- | --- | --- | --- | --- |
| CC(C)c1nnc(NC(=O)Cn2nc(-c3ccc4c(c3)OCCO4)ccc2=O)s1 | -2% | 1% | 10% | 20% | x | -3% | 3% | -1% | -1% | 2% | 8% |
| COc1ccc(C)cc1S(=O)(=O)NC(C)C(=O)Nc1ccc2c(c1)OCO2 (stereo not given) | -1% | 2% | 1% | 7% | 1% | 2% | 1% | -1% | -5% | 4% | -6% |
| Cn1nc(C(F)(F)F)c(-c2ccccc2)c1NC(=O)c1ccco1 | -4% | 1% | 16% | -8% | -25% | 1% | -8% | -1% | 3% | -4% | 17% |
| Cc1ccnc(NC(=O)CCC(=O)N(CC(=O)NC2CCCCC2)c2ccc3c(c2)OCO3)c1 | -11% | 6% | -5% | 21% | 4% | 2% | 2% | -9% | 1% | 0% | -6% |
| Cc1nn(CC(=O)NCc2ccc(OC(C)C)cc2)c(=O)c2cc3occc3n12 | -2% | -1% | -7% | 32%[activator] | x | -5% | -5% | 3% | 0% | -2% | x |
| CCC(c1nnnn1Cc1ccccc1)N1CCN(c2ccccc2)CC1 (stereo not given) | 7% | -2% | 1% | 2% | 2% | -4% | -6% | -16% | -1% | -6% | -14% |
| CCc1ccc(NC(=O)c2ccc(C3SCC(=O)N3CCc3ccccc3)cc2)cc1 (stereo not given) | 4% | 2% | 19% | 18% | -3% | -13% | -12% | 1% | -12% | 3% | -25% |
| Cc1cc(C)c(C)c(S(=O)(=O)NCCCN2CCCC2=O)c1C | 1% | -3% | u | -3% | 8% | 8% | 7% | 25% | -3% | 22% | -2% |
| c1cncc(-c2nc3cc4ccccc4cc3[nH]2)c1 | u | u | u | -3% | u | 1.6µM* | u | u | 0.6µM* | 16% | -2% |
| O=C(Nc1nc(-c2ccc3c(c2)OCCO3)cs1)C1CCCC1 | -3% | u | -9% | -5% | -5% | 2.2µM* | u | 2% | 7.6µM* | 8% | u |
| COC(CNc1ncnc2c1cnn2C)OC | -2% | -1% | 17% | 5% | -3% | 2% | -5% | 0% | 4% | 12% | -12% |
| Cc1cc(NC(=O)CSc2nc3c([nH]c4ccccc43)c(=O)n2-c2cccc(C(F)(F)F)c2)no1 | 2% | 2% | 3% | -3% | 18% | -6% | -4% | -3% | 1% | 13% | -43% |
| COc1ccc(CC(=O)N2CCN(S(=O)(=O)c3cccs3)CC2)cc1OC | -9% | -3% | 20% | 0% | 3% | -4% | 0% | -3% | -1% | 2% | -2% |
| COc1ccc(OC)c(NC(=O)CSc2nnc(-c3ccco3)n2-c2ccccc2)c1 | -2% | -5% | 9% | 10% | 4% | -8% | -10% | 14% | 4% | -23% | 5% |
| O=C(N/N=C/c1ccco1)C1CC1 | 8% | 0% | u | 23% | 6% | 4% | -1% | -1% | -2% | -4% | 4% |
| CCOC(=O)c1c(NC(=S)NC(=O)c2cnn(CC)c2)sc2c1CCC(C)C2 (stereo not given) | 0% | -18% | 11µM* | 5% | 0% | 5% | -1% | -6% | 0% | 10% | -27% |
| O=C(CNS(=O)(=O)c1ccc(Br)s1)NCc1ccc2c(c1)OCO2 | 0% | -2% | 30% | -8% | x | 0% | 1% | -1% | 4% | -11% | -9% |
| COC(=O)c1scc(C)c1N/N=C(\C)c1cc(F)c(Cl)cc1F | 8% | -4% | 17% | -8% | 0% | 2% | -1% | -15% | 0% | 4% | -10% |
| C#CCOCCOCCOCCNc1nc(N2CCN(C(=O)Cn3cc(CCCCN)nn3)CC2)nc(N2CCN(C(=O)[C@H]([C@@H](C)CC)n3cc(CCCN=C(N)N)nn3)CC2)n1 | x | -2% | x | x | 5% | -3% | -2% | x | 0% | 1% | -4% |
| CCOC(=O)c1c(NC(=O)C2=C(C)NC(=S)NC2c2ccc(F)cc2)sc(C)c1C (stereo not given) | 6% | -6% | 13µM* | 9% | -5% | -4% | -10% | u | 4% | -3% | -32% |
| CCOc1ccc2ncc(S(=O)(=O)c3ccccc3)c(N3CCC4(CC3)OCCO4)c2c1 | x | -3% | 19% | 20% | x | -3% | -3% | -17% | -5% | -16% | x |
| CN(CC(=O)Nc1ccc(Cl)c(C(F)(F)F)c1)CC(=O)NC1CCCCC1 | x | -3% | x | x | u | -6% | -1% | x | x | -9% | -35% |
| Cc1noc(C)c1C(=O)NC1CCCc2ccccc21 (stereo not given) | 0% | -3% | -27%[0.365 µM] | 2% | x | -2% | -1% | x | 2% | -8% | 4% |
| CCOc1cc(C2NC(=O)NC(C)=C2C(=O)OC(C)CC)cc(Br)c1O (stereo not given) | -8% | 2% | 3%[10 µM] | 1% | 9% | -8% | 2% | -7% | 5% | -6% | 0% |
| COc1ccccc1NC(=S)NCCc1ccccc1 | -1% | 3% | 6.3µM* | -14% | -4% | -1% | -3% | u | -20% | 8% | 26% |
| CCOc1cc(-n2cnnn2)c(OCC)cc1NC(=O)c1cnccn1 | -9% | 0% | 20% | -2% | 11% | 15% | 1% | 2% | -1% | -1% | -26% |
| c1ccc2c(NC3=NCCCCS3)cccc2c1 | u | -3% | -4% | 2% | 0% | -1% | -2% | -9% | -13% | 5% | -1% |
| CN1CCN(c2ccc(NC(=O)c3ccc(-c4ccc(Br)cc4)o3)cc2)CC1 | u | 1% | 4% | -1% | -1% | 6% | -2% | -12% | u | -8% | -89% |
| O=C(CCCn1ncn2c(cc3occc32)c1=O)NCc1ccccc1F | 3% | 0% | 4% | 0% | 0% | -7% | 1%[9.26 µM] | -7% | -3%&-2% | 8% | 6%&-9% |
| CCc1noc(C)c1C(=O)N1CCN(S(=O)(=O)c2ccc(Br)cc2Cl)CC1 | x | 10% | x | x | -6% | -2% | 1% | x | -1% | 2% | 27% |
| Cc1c(C(=O)O)oc2c(F)cccc12 | -2% | -3% | -26% | -3% | 2% | -3% | 0% | 1% | -20% | -2% | -13% |
| C[C@@H]1CC=C[C@H]2[C@H]1C(=O)N(Cc1ccccc1)[C@H]2c1ccc(Br)cc1F | -2% | -4% | -13% | 2% | 15% | -15% | -3% | 8% | -1% | 6% | 2% |
| CC[C@@]12C(=O)N(c3cccc(Br)c3)C(=O)N1[C@H](c1ccc(OC)cc1)[C@@H]1C(=O)N(C(C)(C)C)C(=O)[C@@H]12 | x | -1% | x | x | -3% | 2% | 10% | x | 2% | -5% | 0% |
| COc1ccc(C2=NN(CC(=O)Nc3cc(C)ccc3C)C(=O)CC2)cc1 | -7% | 2% | -2% | 29% | -4% | -1% | 2% | 1% | 5% | -7% | -17% |
| C=CCn1c(-c2ccc(Cl)cc2)ccc(C#N)c1=O | -12% | 1% | -5% | 22% | 5% | 0% | -2% | -5% | 3% | 11% | -6% |
| CCOC(=O)c1c(N)n(CC(C)NC(=O)C2CC2)c2nc3ccccc3nc12 (stereo not given) | -6% | 0% | -15% | 0% | x | -1% | -4% | -2% | 4% | -1% | x |
| O=C(COc1ccccc1Cl)NCCNC(=O)c1cnccn1 | -1% | 0% | 14% | 17% | 4% | 6% | -1% | -1% | 1% | 2% | -3% |
| Cc1ccc(NC(=O)CN2CCC(NC(=O)Cc3ccccc3)CC2)cc1C | -13% | -2% | 7% | -6% | -7% | 5% | 0% | -6% | 9% | -2% | 11% |
| COc1ccc(N2CCN(C(=O)CCc3nnc4ccc(N5CCC(C)CC5)nn34)CC2)cc1 | 2% | -1% | -3% | -1% | -23% | -4% | -2% | 3% | 1% | -1% | -20% |
| CCCCCN(C(=O)COC(=O)COc1c(C)cc(C)cc1C)c1c(N)n(CCCC)c(=O)[nH]c1=O | x | -1% | x | x | -1% | -6% | 1% | x | 1% | 0% | -16% |
| COc1ccccc1-n1ccnc(SCC(=O)NCc2ccccc2Cl)c1=O | x | 6% | x | x | 3% | 8% | 0% | x | u | 7% | -12% |
| CC(C)(C)c1cc(NC(=O)c2cccc(S(=O)(=O)N3CCOCC3)c2)no1 | -9% | 1% | 43% | 1% | -2% | -1% | -7% | 9% | u | -1% | -2% |
| S=C(c1cccs1)N1CCCC1 | 12% | 1% | 25%[0.365 µM] | -2% | 1% | 0% | 2% | x | 1% | 12% | 4% |
| O=C(NCC1OCCc2ccccc21)c1ccc(NC(=O)c2ccccc2Cl)cc1 (stereo not given) | 13% | -4% | 25% | 9% | -7% | -2% | -14% | u | -1% | -2% | -31% |
